# Myeloid diff 2: induction of myeloid progenitor differentiation, primary screen, cell-based, flow cytometry, MLPCN library. ER-HoxA9 myeloid progenitors, lysozyme-GFP differentiation. calls only at 10 µM. 360,000 tested, 1% active. AID 624256, 2012;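 active = normalized GFP-positive differentiation at or above the plate's own cutoff, the solvent-only control mean plus 3 SD; inconclusive = no clear call, values can overlap the other calls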;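 note: cells exposed to compound for four days before flow analysis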
# Myeloid diff 2 GFP+ MAC1+ %: further read-out of Myeloid diff 2, marked with its call; GFP+ MAC1+ double positive, %; measured here: differentiation confirmed by MAC1 staining
# * hit, by the source's call; i = inactive; ? = inconclusive; / = not tested or not shown.
Molecule,Myeloid diff 2,Myeloid diff 2 GFP+ MAC1+ %
CCCc1c(-c2ccc(F)cc2F)ncn1Cc1ccccc1OC,i,0.0
COc1ccc(C(=O)N2CCCC(C)(C(=O)NS(=O)(=O)C3CC3)C2)c(OC)c1 (stereo not drawn),i,1.1
CC(=O)ON=C1C=CC(=C(C#N)c2ccccc2)C=C1,?,/
COc1cc(O)c(C=NN2C(=O)CSC2=S)c(OC)c1,i,0.7
C[C@@H]1CCCCO[C@H](CN(C)C)[C@H](C)CN([C@@H](C)CO)C(=O)c2cc(NC(=O)Nc3ccc(C(F)(F)F)cc3)ccc2O1,i,0.5
O=C(OCn1nnc2ccccc2c1=O)c1ccc(F)c(S(=O)(=O)N2CCOCC2)c1,i,3.1
COc1cc2nnn(-c3ccncc3)c2cc1OC,i,0.5
N#Cc1ccc(NC(=S)N2CCC3CC2c2cc(-c4ccc5c(c4)OCO5)ccc23)cc1 (stereo not drawn),i,0.3
Cc1ccn2c(Cc3ccccc3)c(-c3ccc(F)cc3)nc2c1,i,0.7
COc1cccc(-c2cnc(C(O)c3ccc(SC)cc3)[nH]2)c1 (stereo not drawn),i,0.6
O=C1NC(Cc2ccc(O)cc2)c2nc3ccc(F)cc3c(=O)n2-c2cc3ccccc3cc21 (stereo not drawn),i,0.7
COC(=O)c1c(N)[nH]c(C(=O)c2ccccc2)c1-c1ccc(Br)cc1,i,1.0
CCCCN1C[C@H](COC(=O)CCC)Oc2cccc(F)c2S1(=O)=O,i,0.7
N#Cc1ccc(Nc2nc(-c3ccccc3)cs2)cc1,i,0.5
c1ccc(-c2nc3c4ccccc4ccn3c2CC2CCCCC2)cc1,i,1.3
CC1=C(C(=O)N(C)C)CC(CC(=O)NCCN2CCOCC2)C(=O)N1Cc1ccc(C(C)(C)C)cc1 (stereo not drawn),i,0.6
CCn1cc(/C=C(\NC(=O)c2ccccc2)C(=O)NCCCn2ccnc2)c2ccccc21,i,0.7
COc1ccc(OC(F)(F)F)cc1CC1(C)C(=O)Nc2c(Cl)ccc(Cl)c21 (stereo not drawn),i,1.1
C[C@@H]1CN([C@H](C)CO)C(=O)c2cc(C#Cc3ccccc3F)cnc2O[C@@H]1CN(C)S(=O)(=O)c1ccccc1F,i,0.3
Cc1ccc(S(=O)(=O)N(CC(=O)NC2CC3CCC2C3)c2ccccc2)cc1 (stereo not drawn),i,2.1
CCCN(CC(=O)Nc1ccccc1C)C(=O)C1CC(=O)N(c2ccccc2OCC)C1 (stereo not drawn),i,0.3
CC(C)(C)c1ccc(C(O)c2ncc(-c3ccccc3Cl)[nH]2)cc1 (stereo not drawn),i,0.6
CSCCC(c1nc2ccccc2[nH]1)n1c(=O)c(-c2cc3ccccc3[nH]2)nc2ccccc21 (stereo not drawn),i,1.0
OC(c1cccc(Cl)c1)c1ncc(-c2cccc(C(F)(F)F)c2)[nH]1 (stereo not drawn),i,0.2
CC(C)(C)NC(=S)N1CCC2CC1c1cc(-c3ccc4c(c3)OCO4)ccc12 (stereo not drawn),i,0.7
O=C1c2ccccc2C(c2nnnn2-c2ccc3c(c2)OCCO3)N1Cc1ccccc1 (stereo not drawn),i,1.5
O=C(c1ccco1)N1CCN(C(=O)c2[nH]c(C(F)(F)F)nc2-c2ccccc2)CC1,i,0.4
CC(=O)C[C@@H]1SC[C@H](c2ccccc2)N1S(=O)(=O)c1ccc(C)cc1,i,1.9
CC1(C(=O)Nc2ccc3c(c2)OCO3)CCN1C(=O)c1ccccc1 (stereo not drawn),i,1.8
CC(=O)Oc1cc(C(=O)OCC(=O)NC23CC4CC(CC(C4)C2)C3)cc(OC(C)=O)c1OC(C)=O,i,0.3

# Other structures.
Molecule,Myeloid diff 2,Myeloid diff 2 GFP+ MAC1+ %
O=S1(=O)N[C@@H](Cc2ccccc2)COc2cccc(N3CCSCC3)c21,i,0.7
CCOC(=O)c1csc(NC(=O)CCS(=O)(=O)c2ccc(Cl)cc2)n1,i,2.1
CCOC(=O)Cc1ccc(Nc2nc3cc(-c4ccccc4C)sc3c(=O)n2C)cc1,i,0.3
O=C(c1ccc(C(F)(F)F)cc1)N1CCC(=O)N([C@H](COCc2ccc(C(F)(F)F)cc2)Cc2ccccc2)CC1,i,0.7
CC#CC(=O)N1CCC(n2nccc2NC(=O)CCc2ccccc2)CC1,i,0.1
COc1ccc(OCCn2c(C)nc3ccccc32)cc1,i,0.9
CCCCc1c(Cc2ccccc2)ncn1CCc1ccccc1OC,i,1.6
COc1ccc(NC(=O)c2cc(C3CCCCN3C(=O)Cc3ccc(N(C)C)cc3)on2)c(C)c1 (stereo not drawn),i,1.8
Cc1c(N=O)c(-c2ccccc2)n(O)[n+]1[O-],i,0.5
CCN(CC)C(=O)c1cccc(-c2csc(C(C)(O)c3ccccc3)n2)c1 (stereo not drawn),i,0.4
CC1(C(=O)Nc2ccc3c(c2)OCCO3)CN(S(C)(=O)=O)CC(=O)N1CCCn1ccnc1 (stereo not drawn),i,1.3
CC(=O)Oc1ccc(-c2csc(Nc3ccccn3)n2)cc1,i,3.0
O=C1CCC(OCc2ccccc2)CCN1CC[C@@H](Sc1ccccc1)c1ccccc1 (stereo partly drawn),i,0.9
NC1=NC2OC(CO)C(O)C2O1 (stereo not drawn),i,1.8
CCCc1c(-c2ccc(Cl)cc2)ncn1Cc1ccccc1OC,i,1.1
CC(=O)Nc1ccc(CN(C)c2c(C)nc3ccc(C(=O)N(C)Cc4ccccc4)cn23)cc1,i,0.7
N#CC1C(=O)NC(=O)C(C#N)C12CCCC(C(F)(F)F)C2 (stereo not drawn),i,1.1
CCN(CC(=O)NCc1cccs1)C(=O)c1cccc(S(=O)(=O)N(CC)c2ccccc2)c1,i,1.2
COC(=O)[C@]12CCCCC=C1N(Cc1ccco1)C(=O)[C@H](CC(=O)NCCc1ccccc1OC)C2,i,0.9
COc1ccccc1Cc1c(-c2ccc(OC)c(OC)c2)nc2cc(C)c(Br)c(C)n12,i,1.1
COc1cc(C=NOC(=O)Nc2ccccc2)cc(OC)c1OC,i,0.7
O=C(NCc1cc(Cl)cc(Cl)c1)c1ccc2nc(COCCO)[nH]c2c1,i,0.6
O=C(OC1CC2CC1[C@H]1CCCCN1C2=O)N1CCN(S(=O)(=O)c2ccccc2)CC1 (stereo partly drawn),i,0.3
COc1cc(NS(=O)(=O)c2cc(NC(C)=O)ccc2OC)c(OC)cc1NC(=O)c1ccccc1,i,1.1
O=C(OCc1ccccc1)N1CCN(C(c2ccnc3ccccc23)c2nnnn2-c2ccc3c(c2)OCCO3)CC1 (stereo not drawn),i,1.5
COc1cccc(-c2ccc(NC(=O)C3CCCN(Cc4ccccn4)C3)cc2)c1 (stereo not drawn),i,0.9
CCS(=O)(=O)N1CCN(C(=O)c2ccc3nc(C)c(N(C)C(=O)CCc4ccccc4)n3c2)CC1,i,1.1
O=C(NC1CCCCC1)C(CCc1ccccc1)n1c(=O)c(-c2ccccc2)nc2ccccc21 (stereo not drawn),i,3.5
COc1ccc(-c2csc(C(NC(C)=O)c3ccc(F)c(F)c3)n2)cn1 (stereo not drawn),i,1.0
O=C(CN1CCN(CC(=O)c2ccccc2)CC1)c1ccccc1,i,0.7

# Part of the list above in a different format:
SMILES: CC1(C(=O)Nc2ccc3c(c2)OCCO3)CN(S(C)(=O)=O)CC(=O)N1CCCn1ccnc1 (stereo not drawn)
  Myeloid diff 2 = i; Myeloid diff 2 GFP+ MAC1+ % = 1.3
SMILES: CC(=O)Oc1ccc(-c2csc(Nc3ccccn3)n2)cc1
  Myeloid diff 2 = i; Myeloid diff 2 GFP+ MAC1+ % = 3.0

# Molecules shown so far with a thiophene ring, fused or not, in the order listed:
Molecule,Myeloid diff 2,Myeloid diff 2 GFP+ MAC1+ %
CCOC(=O)Cc1ccc(Nc2nc3cc(-c4ccccc4C)sc3c(=O)n2C)cc1,i,0.3
CCN(CC(=O)NCc1cccs1)C(=O)c1cccc(S(=O)(=O)N(CC)c2ccccc2)c1,i,1.2

# Next part
Molecule,Myeloid diff 2,Myeloid diff 2 GFP+ MAC1+ %
O=S1(=O)CC(N2CCCCC2)CN1Cc1cn(Cc2ccc(Cl)cc2)nn1 (stereo not drawn),i,0.8
CCOC(=O)C1=C[C@@H](c2ccccc2)N(S(=O)(=O)c2ccc(C)cc2)[C@H]1c1ccc(OC)cc1,i,0.7
Cc1cc(C(O)c2ncc(-c3cccc4ccccc34)[nH]2)ccc1F (stereo not drawn),i,1.4
CC1(C(=O)NS(=O)(=O)c2ccccc2)CCN1C(=O)C1(c2ccc(Cl)cc2)CC1 (stereo not drawn),i,1.1
CCOc1cc(N2CCOCC2)c(OCC)cc1NC(=O)C(NC(=O)c1c(F)cccc1F)C(C)C (stereo not drawn),i,0.7
CN(CCc1ccccc1)C(C(=O)Nc1ccc2c(c1)OCCO2)C1CC1 (stereo not drawn),i,0.5
CCCc1ccc(S(=O)(=O)N2CCN(C(=O)c3cc(C)on3)CC2)cc1,i,1.1
CCSc1ccc(-c2cc(NC=O)c3ncc(-c4cccc(C(=O)N(C)C)c4)n3c2)cc1,i,1.4
O=C(Nc1c(-c2ccc(Cl)cc2)[nH][nH]c1=O)c1ccccn1,i,0.9
Cc1c(C(=O)/C=C/c2ccccc2F)c2cc(O)ccc2n1C,i,0.7
CC12CCC(C(S(=O)(=O)Nc3ccccc3)C1=O)C2(C)C (stereo not drawn),i,1.2
COCCNc1oc(/C=C/c2cccs2)nc1S(=O)(=O)c1ccccc1,i,1.8
COc1ccc(Cc2c(-c3ccc(F)cc3)nc3c(C)cc(Br)cn23)c(C)c1,i,0.5
CCCS(=O)(=O)NC(=O)C1(C)CCCN(C(=O)c2ccc(C#N)cc2)C1 (stereo not drawn),i,0.3
CC(C)CC(c1nc2ccccc2[nH]1)n1c(-c2ccccc2Br)nc2ccccc21 (stereo not drawn),i,0.9
Cc1cc(C)cc(C(O)c2ncc(-c3ccccc3)[nH]2)c1 (stereo not drawn),i,0.3
O=C(CCCn1c(=S)[nH]c2cc3c(cc2c1=O)OCO3)NCCc1ccc(Cl)cc1,i,0.4
CCOC(=O)C1=CCN(S(=O)(=O)c2ccccc2Br)C1c1ccc(C)cc1 (stereo not drawn),i,0.5
Cn1nccc1-c1coc2c(C(=O)NCC3CCOCC3)cccc12,i,0.3
CC(=O)NCCNC(=O)C1Cc2c(-c3ccccc3)ccnc2O1 (stereo not drawn),i,0.8
O=C1CCN(Cc2ccccc2)C(=O)N1,i,0.7
C[C@H]1CCCCO[C@H](CN(C)C(=O)C2CCCCC2)[C@@H](C)CN([C@@H](C)CO)C(=O)c2cc(NC(=O)NC3CCCCC3)ccc2O1,i,0.8
CNc1cnc(-c2ccsc2)cn1,i,2.0
COc1ccc(Cl)c(-c2cc(C(=O)Nc3ccc(F)cc3)[nH]n2)c1,i,0.8
CCCCN1C(=O)C(CC(=O)NC2CCCCC2)CC(C(=O)N(C)C)=C1C (stereo not drawn),i,0.4
COc1ccc2oc(C(=O)OCC(=O)NC3CCS(=O)(=O)C3)c(C)c2c1 (stereo not drawn),i,0.7
Cc1cccc(S(=O)(=O)NC(=O)C2(C)CCN2C(=O)C2(c3ccc(Cl)cc3)CC2)c1 (stereo not drawn),i,0.8
COc1cccc(-c2cnc(C(O)c3ccc(F)c(F)c3)[nH]2)c1 (stereo not drawn),i,1.5
CCNC(=O)C1(C)CCN(C(=O)c2c(F)ccc(C)c2F)C1 (stereo not drawn),i,0.5
CN(C)Cc1cc(C(F)(F)F)ccc1C(O)(c1ccccc1)c1ccccc1,i,0.3

# One compound at a time, as listed above:
# Record of `O=C1CCC(OCc2ccccc2)CCN1CC[C@@H](Sc1ccccc1)c1ccccc1` (stereo partly drawn) → Myeloid diff 2 = i; Myeloid diff 2 GFP+ MAC1+ % = 0.9
# Record of `c1ccc(-c2nc3c4ccccc4ccn3c2CC2CCCCC2)cc1` → Myeloid diff 2 = i; Myeloid diff 2 GFP+ MAC1+ % = 1.3
# Record of `Cc1cccc(S(=O)(=O)NC(=O)C2(C)CCN2C(=O)C2(c3ccc(Cl)cc3)CC2)c1` (stereo not drawn) → Myeloid diff 2 = i; Myeloid diff 2 GFP+ MAC1+ % = 0.8

# (next part)
molecule	Myeloid diff 2	Myeloid diff 2 GFP+ MAC1+ %
O=C(c1ccccc1)N(c1ccccc1)c1nccc2ccccc12	i	2.1
Cc1ccc(S(=O)(=O)N2C[C@H]3[C@H]4C(=O)N(c5ccccc5)C(=O)[C@H]4CC(=O)[C@H]3[C@@H]2c2ccc(Cl)cc2)cc1	i	1.2
CC(C)CNc1ncnc2c1ncn2[C@H]1CN(Cc2ccco2)C[C@@H](CO)O1	i	0.2
COc1cc(/C=C/C(=O)OCC(=O)Nc2ccc3[nH]c(=O)[nH]c3c2)ccc1OC(F)F	i	0.8
CCC(C)[C@H](NS(=O)(=O)c1ccc(F)cc1Br)C(=O)OC (stereo partly drawn)	i	0.8
Cc1ccc(C)c(NC(=O)COC(=O)c2c(-c3ccccc3)noc2C)c1	i	0.7
Cn1nc(C(C)(C)C)cc1C(=O)N1CCCC(C)(C(=O)NS(=O)(=O)C2CC2)C1 (stereo not drawn)	i	1.1
CC(C)(C)NC(=O)C1c2ccccc2OCC(=O)N1Cc1ccc2c(c1)OCO2 (stereo not drawn)	i	0.4
OCC1CSC(=S)N1Cc1ccccc1 (stereo not drawn)	i	0.6
Cc1ccc(NC2(C#N)CCCC2)cc1	i	1.4
Cc1ccc(NC(=O)c2ccco2)cc1	i	1.1
Cc1c(C)[n+](=O)c(C)c(C)n1[O-]	i	0.4
CCCC(=O)N1CCC1(C)C(=O)NS(=O)(=O)c1ccccc1 (stereo not drawn)	i	1.3
CCOc1ccc2nc(S(=O)(=O)NC(=O)C3(C)CCN3C(=O)c3cc(C)n(C)n3)sc2c1 (stereo not drawn)	i	0.6

# Source: PubChem BioAssay

# An excerpt; the hit share may differ from the screen's.
